# CSN deneddyl inh = inhibitors of CSN-mediated cullin deneddylation, primary screen, biochemical, fluorescence polarization, uHTS. Purified CSN, SCF-Nedd8-OG deneddylation. inhibition, % at 12.5 µM. COP9 signalosome complex subunit 5 (Homo sapiens), Q92905. 360,000 tested, 0.38% active;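 active = pattern-corrected inhibition above about 35%, with an unprinted fluorescence ratio check between 0.5 and 1.5, limit read from the data, passing the limit was not always enough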;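 also: 0% = enzyme with substrate and 100% = substrate without enzyme; some results filed as inactive read as strong as hits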
# Target sequence (Q92905 whole entry, looked up, one chain of several): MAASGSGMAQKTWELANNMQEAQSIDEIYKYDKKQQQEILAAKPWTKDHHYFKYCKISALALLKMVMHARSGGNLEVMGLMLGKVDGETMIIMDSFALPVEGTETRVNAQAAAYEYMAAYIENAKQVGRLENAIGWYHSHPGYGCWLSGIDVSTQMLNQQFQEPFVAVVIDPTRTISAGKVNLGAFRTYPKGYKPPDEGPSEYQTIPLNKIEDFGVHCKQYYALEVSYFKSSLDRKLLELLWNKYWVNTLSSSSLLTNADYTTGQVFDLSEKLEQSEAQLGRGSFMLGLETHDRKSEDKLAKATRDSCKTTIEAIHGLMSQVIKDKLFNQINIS
#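 Material: purified human Csn5 enzyme expressed in HEK293T cells / Medium: Tris buffer pH 7.5, NaCl, DTT, Tween-20, trehalose, ovalbumin / Compound dosing: 12.5 µM single point / Schedule: 90 min incubation of compound, enzyme and substrate at room temperature / Signal: fluorescence polarization of the substrate / Control set: no-enzyme wells high, enzyme-with-substrate wells low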
# Rin1-Abl PPI inh = inhibitors of Rin1-Abl protein binding, primary screen, biochemical, TR-FRET | Tyrosine-protein kinase ABL1 (Homo sapiens) + Ras and Rab interactor 1 (Homo sapiens), … | inhibition, % at 7.35 µM | 360,000 tested, 0.4% active | AID 588664, 2011; in the data active = inhibition above about 5%, passing the limit was not always enough
# bovine MsrA act = bovine MsrA enzyme activators, primary screen, biochemical, absorbance, HTS. AID 602163, 2012. 360,000 tested, 0.3% active. Methionine sulfoxide reductase A (Bos taurus). activation, % at 10.6 µM. purified bovine MsrA, absorbance read-out; in the data active = activation above about 7.5%;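 also: 0% = vehicle and 100% = reference activator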
# E coli Lon inh = inhibitors of E. coli Lon protease, primary screen, biochemical, fluorescence polarization. AID 602123, 2011. inhibition, % at 7.94 µM. purified E. coli Lon protease. 360,000 tested, 0.42% active. P0A9M0; in the data active = inhibition above about 13%, passing the limit was not always enough;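 also: 0% = enzyme with probe and DMSO and 100% = no enzyme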
# Target sequence (P0A9M0 whole entry, looked up): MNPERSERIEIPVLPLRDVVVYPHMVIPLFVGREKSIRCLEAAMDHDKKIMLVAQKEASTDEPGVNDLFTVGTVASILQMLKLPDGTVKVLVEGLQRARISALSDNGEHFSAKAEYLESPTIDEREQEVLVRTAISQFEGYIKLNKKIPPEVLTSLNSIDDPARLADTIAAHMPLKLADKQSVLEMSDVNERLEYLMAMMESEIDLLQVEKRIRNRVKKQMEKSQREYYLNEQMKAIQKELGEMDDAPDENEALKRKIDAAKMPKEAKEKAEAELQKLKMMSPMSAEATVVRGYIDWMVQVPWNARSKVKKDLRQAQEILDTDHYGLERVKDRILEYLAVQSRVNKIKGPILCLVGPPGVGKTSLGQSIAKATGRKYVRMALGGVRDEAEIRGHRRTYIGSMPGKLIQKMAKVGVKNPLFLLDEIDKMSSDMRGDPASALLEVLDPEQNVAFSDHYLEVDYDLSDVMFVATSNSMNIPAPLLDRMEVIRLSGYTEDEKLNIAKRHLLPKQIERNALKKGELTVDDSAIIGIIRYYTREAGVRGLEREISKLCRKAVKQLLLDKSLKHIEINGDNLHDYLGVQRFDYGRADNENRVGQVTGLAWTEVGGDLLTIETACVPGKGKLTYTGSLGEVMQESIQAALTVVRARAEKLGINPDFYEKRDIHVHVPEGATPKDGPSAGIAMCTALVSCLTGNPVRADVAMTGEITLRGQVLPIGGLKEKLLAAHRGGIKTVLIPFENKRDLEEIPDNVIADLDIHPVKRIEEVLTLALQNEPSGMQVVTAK
# PABP1 MLLE inh = inhibitors of PABP1 MLLE–PAM2 peptide binding, primary screen, biochemical, fluorescence polarization, FITC-PAM2, GST-MLLE | Polyadenylate-binding protein 1 (Homo sapiens), P11940 | inhibition, % at 20 µM | 360,000 tested, 0.36% active | AID 588489, 2011; in the data active = inhibition above about 35%, passing the limit was not always enough;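 also: plate controls were DMSO wells with GST-MLLE for no effect and wells lacking GST-MLLE protein for full effect; some results filed as inactive read as strong as hits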
# Rpn11 block = Rpn11 (PSMD14) deubiquitinase inhibitors, primary screen, biochemical, fluorescence polarization, uHTS | 26S proteasome non-ATPase regulatory subunit 14 (Homo sapiens), O00487 | human 26S proteasome, Ub4-pepOG fluorescence polarization; 20S core pre-blocked with epoxomicin | calls only at 20 µM | 360,000 tested, 0.59% active;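 active = inhibition at 20 µM, scaled to each plate's controls, above about 33%, limit read from the data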
# MT1-MMP act inh = blockers of MT1-MMP proenzyme processing, primary screen, HT1080 RFP-PRO-GFP cells, GFP/RFP fluorescence | GFP/RFP ratio change, % at 20 µM | 360,000 tested, 0.061% active | GFP/RFP ratio fluorescence, overnight; percent of plate control window, DMSO zero;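 active = GFP/RFP ratio change of at least 30% with cell ATP level not reduced by more than half and red fluorescence within 50% of control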; also: strong numbers were not always called active
#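 Assay system: HT1080 RFP-PRO-GFP cells. Benchmarks: DMSO vehicle wells and RFP-L50D-GFP reporter cell wells. Times: overnight cell settling, then overnight compound exposure, 37 °C, 5% CO2. Compound: 20 µM single dose, 1% DMSO. Read-out basis: GFP/RFP fluorescence ratio.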
# FAS-TE inh = FAS thioesterase domain inhibitors, primary screen, biochemical, fluorescence intensity, uHTS. Fatty acid synthase (Homo sapiens), P49327. recombinant FAS-TE, OMFH fluorogenic substrate, fluorescence endpoint. inhibition, % at 15 µM. 360,000 tested, 0.67% active;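 active = compounds whose normalised, plate-corrected inhibition of enzyme fluorescence in the single-dose primary screen is 50% or more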;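 also: 0% = DMSO with enzyme and 100% = substrate without enzyme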
# MsrA inh = bovine MsrA enzyme inhibitors, primary screen, biochemical, absorbance, HTS; Methionine sulfoxide reductase A (Bos taurus); purified bovine MsrA, absorbance read-out; inhibition, % at 15.5 µM; 360,000 tested, 0.75% active; AID 651718, 2012; in the data active = inhibition above about 4.5%;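 also: 0% = vehicle wells with enzyme and 100% = reference inhibitor wells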
# The depositor's hits bear a star; i = inactive; · = not tested or not shown.
SMILES,CSN deneddyl inh,Rin1-Abl PPI inh,bovine MsrA act,E coli Lon inh,PABP1 MLLE inh,Rpn11 block,MT1-MMP act inh,FAS-TE inh,MsrA inh
COc1ccc(OC)c(NC(=O)CN2CCc3ccccc3C2)c1,-5.8,2.6,-1.6,0.8,-2.4,i,1.4,7.0,-0.5
Cc1cc(-n2c(SCc3ccccc3F)nc3n[nH]c(C)c3c2=N)ccc1Cl,4.7,-1.2,-5.2,-7.7,10.4,i,-8.9,17.5,0.6
COc1ccccc1N(C(=O)CNC(=O)c1ccco1)C(C(=O)NC1CCCCC1)c1ccncc1 (stereo not given),-1.1,2.5,-1.2,-10.0,3.9,i,-3.8,-2.8,0.2
Cc1ccc(OCc2nnc(N)s2)cc1C,-0.3,1.6,-6.0,8.1,-26.4,i,2.7,-4.2,-0.7
COc1ccc(C(=O)N2CCN(C(=O)c3ccco3)CC2)cc1OC,-0.7,1.4,-0.9,-4.0,9.6,i,6.3,-6.4,-1.4
O=C(Nc1ccccc1)Nc1cccc(C(F)(F)F)c1,-7.3,3.1,-1.3,0.4,-12.0,i,-3.7,9.8,1.6
CCC(C)(C)NC(=O)C(c1ccc(OC)cc1)N(C(=O)CCC(=O)Nc1cc(C)on1)c1cccc(OC)c1 (stereo not given),2.7,-0.7,-6.6,-5.2,2.1,i,-3.0,3.3,0.0
OCC1(CCOc2ccccc2)CCN(Cc2cccn2-c2ncccn2)CC1,-1.3,2.2,-1.0,-2.0,19.6,i,0.0,-4.4,0.3
CCOc1ccc(OCCC(=O)OCC(=O)NCCc2ccc(S(N)(=O)=O)cc2)cc1,2.5,-1.2,-2.2,4.7,-14.8,i,-2.9,-10.0,-1.3
O=C(Cc1cccs1)N(c1ccc(Br)cc1)C1C=CS(=O)(=O)C1 (stereo not given),5.6,-0.1,-4.6,-0.4,4.4,i,3.2,-5.3,-0.1
Cc1ccc(S(=O)(=O)N2CN(CC3CCCO3)c3nc4ccccc4nc32)cc1 (stereo not given),6.0,-3.2,-1.7,4.4,-0.2,i,-2.4,0.2,2.7
COC(=O)[C@]1(C)N[C@H](CN(C)C(=O)Nc2ccc(C)cc2)[C@@H]2C(=O)N(Cc3ccccc3)C(=O)[C@@H]21,1.3,2.7,-4.3,-12.7,-2.0,i,1.5,-7.3,0.0
COc1cc(C(=O)Nc2ccc(C(C)=O)cc2)c(Br)c(OC)c1OC,-4.3,-1.7,-0.9,-1.4,17.7,i,4.9,-8.2,0.6
COc1ccc(OC)c(/C=C/C(=O)OCC(=O)Nc2ccc(Cl)c(S(=O)(=O)N(C)C)c2)c1,2.7,1.1,-1.2,-0.9,6.8,i,1.0,17.1,0.1
O=C(Nc1ccn(Cc2ccccc2F)n1)c1ccc(COc2cccc(Br)c2)cc1,6.7,0.7,-1.1,-2.6,-3.7,i,0.5,27.8,0.9
CN(C)S(=O)(=O)c1cc(NC(=O)COC(=O)CCc2ccccc2)ccc1Cl,-1.4,2.0,-1.4,-3.9,-4.9,i,1.1,12.3,1.6
Cc1cc(C)c(OCC(=O)NCC(c2ccco2)N2CCCCC2)c(C)c1 (stereo not given),-0.6,2.9,-2.3,-11.7,-8.0,i,-1.0,8.5,-1.5
CC(=O)Nc1ncc(N=Nc2cccc(C(F)(F)F)c2)s1,0.2,6.0,-6.7,11.8,-20.2,i,7.8,-8.4,0.0
CCc1nnc(NC(=O)/C=C/c2ccco2)s1,8.7,-1.8,-7.8,0.6,5.7,i,-6.1,-6.9,6.8*
COc1cc(OC)c(N2CC34C=CC(O3)C(C(=O)O)C4C2=O)cc1Cl (stereo not given),-1.3,0.8,-1.5,-13.6,-5.2,i,17.1,-7.2,0.1
CC1CCCC(C)N1C(=O)c1cc(F)c(F)cc1Cl (stereo not given),0.5,-1.3,-9.5,-5.5,8.9,i,1.1,-8.3,-1.8
COc1ccc(/C=C2/N=C(c3cccs3)OC2=O)cc1OC(C)C,1.0,3.0,-3.2,-2.5,-30.0,i,1.6,0.3,2.3
O=C(Nc1ccc(Br)c2ccccc12)c1ccc2ccccc2c1O,-1.1,-7.0,-2.7,4.7,10.3,i,-18.7,34.8,2.3
O=C(CN(C(=O)c1ccccc1Cl)C1CCCCC1)Nc1ccc(Cl)c([N+](=O)[O-])c1,6.6,0.7,-2.8,-5.8,-1.8,i,-15.2,62.5*,-0.5
Cc1ccc2nc3c(c(Nc4ccccc4)c2c1)CCC3,-3.1,-3.2,-3.8,-7.6,-2.7,i,4.9,2.0,-0.3
SMILES,CSN deneddyl inh,Rin1-Abl PPI inh,bovine MsrA act,E coli Lon inh,PABP1 MLLE inh,Rpn11 block,MT1-MMP act inh,FAS-TE inh,MsrA inh
Cc1ccc(-c2ccc(CCC(=O)O)n2-c2cccc(C(=O)O)c2)cc1,1.4,1.4,-4.0,0.4,3.0,i,-2.8,-4.1,0.7
CCSc1nc(C2CC2)cc(-c2cccs2)c1C#N,-2.0,-7.4,-10.1,-6.5,11.5,i,-1.0,31.7,0.0
N=c1oc2ccc(Br)cc2cc1C(=O)NCc1ccc(F)cc1,5.5,1.6,-3.3,-2.1,-11.3,i,-2.8,3.9,-0.3
Cc1nn2c(NCCCn3ccnc3)cc(C(C)C)nc2c1-c1ccccc1,-1.7,2.3,-3.8,4.1,-15.7,i,-0.1,-2.7,0.1
Cn1ccnc1SCC(=O)c1cc2ccccc2o1,4.9,1.4,3.1,-13.7,-69.2,i,-10.7,2.6,0.5
CCOc1cc(S(=O)(=O)NC2CC(C)(C)NC(C)(C)C2)ccc1F,-5.7,1.4,-10.7,-9.1,-4.3,i,0.3,-10.2,0.1
Cc1nc2sc(C(c3ccco3)N3CCN(c4ccccc4F)CC3)c(O)n2n1 (stereo not given),5.6,0.2,-2.4,-1.7,12.1,i,4.2,-4.5,0.4
CCOCCCNCC(=O)NC1(C)C2CCC(C2)C1(C)C (stereo not given),-0.7,2.3,-3.0,-4.5,-8.7,i,2.0,-1.0,-0.1
Cc1ccc(NC(=O)COC(=O)C(NS(=O)(=O)c2ccc(Cl)cc2)C(C)O)c(Br)c1 (stereo not given),4.6,1.6,-10.5,-7.7,-3.6,i,6.7,-0.3,0.3
CCCCN(C=O)c1c(CC)nc2ccc(C(=O)NCc3ccccc3OC)cn12,-4.6,0.0,-0.2,-13.4,0.0,i,-0.4,2.9,-0.1
N#CCCCc1cn(-c2nc3ccccc3s2)nn1,-1.9,·,-2.8,-3.1,·,·,3.5,-5.3,-0.1
C/C(=N\OCC(=O)NC12CC3CC(CC(C3)C1)C2)c1cc2ccccc2o1,1.4,-2.4,-2.5,-6.8,-23.4,i,-4.0,42.3,-0.1
O=c1c2ccccc2[nH]c(=S)n1CCCN1CCN(c2ccccc2F)CC1,5.2,-2.4,-1.0,1.0,-94.3,i,7.8,9.5,-0.9
CCOC(=O)c1ccc(NCc2ccncc2)cc1,-4.4,-4.6,-3.6,-7.0,-8.2,i,4.9,-5.6,-0.9
COc1cccc(NC2C=CS(=O)(=O)C2)c1 (stereo not given),-3.0,-2.4,-5.1,-3.6,-14.2,i,-1.1,-8.7,1.1
C=C1C2=C(C(=O)N1OC)[C@@H](O)[C@@](C)(O)[C@@H](CCCCC)O2,1.6,3.9,0.5,-0.9,9.8,i,-1.6,-10.1,·
CCC(=O)NC(C)C(c1cccs1)N1CCN(Cc2ccccc2)CC1 (stereo not given),-1.7,-0.2,3.0,-2.7,9.4,i,0.6,-4.8,0.2
Cc1cc(N2C(=O)C(O)=C(C(=O)c3cc4ccccc4o3)C2c2cccc(Cl)c2)no1 (stereo not given),12.0,-0.9,-2.4,-124.0,-5.0,i,0.5,5.8,0.6
COc1ccccc1N1CCN(CC(=O)c2ccc(F)cc2)CC1,0.7,2.0,-1.6,3.5,12.7,i,-1.2,-3.0,1.1
C#CCOCCOCCOCCNc1nc(N2CCN(C(=O)[C@H](C(C)C)n3cc(CCO)nn3)CC2)nc(N2CCN(C(=O)[C@H]([C@@H](C)CC)n3cc(CCC(=O)O)nn3)CC2)n1,4.2,-2.4,-0.6,-0.7,8.5,i,-3.6,-10.4,0.1
CCCN(CCC)S(=O)(=O)c1ccc(C(=O)Nc2nc3c(s2)CCc2ccccc2-3)cc1,-3.4,2.3,-7.6,-8.0,11.2,i,-4.6,0.5,1.9
O=C(Nc1ccccc1)Nc1ccc(Oc2cccnc2)nc1,0.2,3.8,-1.7,-3.1,5.2,i,4.6,-5.7,-0.4
CCC(=O)Nc1ccc(Cl)c(NC(=S)NC(=O)COc2ccccc2)c1,1.0,4.6,-5.4,-11.3,38.7*,i,4.6,7.1,0.4
CC(=O)c1ccc(NC(=O)CCNS(=O)(=O)c2cccc3nonc23)cc1,5.3,-2.5,-1.0,10.4,2.0,i,-3.7,4.7,0.5
CC(C)(C)c1ccc(S(=O)(=O)NC(=O)C2(C)CCN2C(=O)Cc2ccc(-c3ccccc3)cc2)cc1 (stereo not given),-1.8,1.7,-5.0,-0.3,-0.3,i,9.0,0.7,-0.2
CC(C)(C)NS(=O)(=O)c1ccc(NC(=S)NC(=O)C2CC2)cc1,-2.6,1.4,-0.5,-8.8,12.5,i,2.2,-2.0,0.0
COc1ccccc1CNC(=O)C1CC2Cn3c(nc4cc(C)c(C)cc43)C2N1C (stereo not given),4.4,-0.8,-8.2,1.1,-0.3,i,2.0,-4.1,0.1
O=C(/C=C/c1ccccc1)NCCSCc1ccc(Cl)cc1,-20.9,1.0,-4.1,-2.9,1.2,i,0.6,-1.6,-0.8
CC(Oc1ccccc1F)c1nnc(SCC(=O)NCc2ccc3c(c2)OCO3)o1 (stereo not given),-2.5,0.7,-5.3,-4.8,-10.4,i,1.8,-1.6,0.2
CCOC(=O)C1=C[C@@H](CC)N(S(=O)(=O)c2ccc(C)cc2)[C@H]1c1ccccc1,4.6,0.7,-2.8,1.2,11.2,i,2.1,29.8,0.7

# Entries from the list above that contain two or more sulfur atoms (four):
SMILES,CSN deneddyl inh,Rin1-Abl PPI inh,bovine MsrA act,E coli Lon inh,PABP1 MLLE inh,Rpn11 block,MT1-MMP act inh,FAS-TE inh,MsrA inh
O=C(Cc1cccs1)N(c1ccc(Br)cc1)C1C=CS(=O)(=O)C1 (stereo not given),5.6,-0.1,-4.6,-0.4,4.4,i,3.2,-5.3,-0.1
CCSc1nc(C2CC2)cc(-c2cccs2)c1C#N,-2.0,-7.4,-10.1,-6.5,11.5,i,-1.0,31.7,0.0
CCCN(CCC)S(=O)(=O)c1ccc(C(=O)Nc2nc3c(s2)CCc2ccccc2-3)cc1,-3.4,2.3,-7.6,-8.0,11.2,i,-4.6,0.5,1.9
CC(C)(C)NS(=O)(=O)c1ccc(NC(=S)NC(=O)C2CC2)cc1,-2.6,1.4,-0.5,-8.8,12.5,i,2.2,-2.0,0.0
